From PubChem
HP1b binding inh: HTS for Inhibitors of HP1-beta Chromodomain Interactions with Methylated Histone Tails; Chromobox protein homolog 1 (Homo sapiens), P83916; AlphaScreen HP1-beta / biotin-H3K9me3 peptide binding; Potency, µM (highest dose often 114 µM), inactives show top-dose activity change, negative = inhibition, most hits filed as inhibitors; 390,000 tested, 0.56% active; AID 540317, 2011; also: potency is read from the fitted curve at half-maximal effect; nearly all actives have a fitted effect of over 70% in size; inactives centre near 23
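Compound inhibition of the preformed complex between 50 nM HP1-beta and 50 nM biotinylated H3K9me3 peptide was read by AlphaScreen. Buffer was PBS pH 7.4 with 0.01% Tween-20. Incubations ran 30 min at room temperature, with 10 ug/mL donor/acceptor beads.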
Pin1 inh: qHTS Assay to Find Inhibitors of Pin1. Peptidyl-prolyl cis-trans isomerase NIMA-interacting 1 (Homo sapiens), Q13526. Pin1 FP peptide displacement, HiFluor488, 10 min. Potency, µM (titrated, usually from 115 µM), without a hit: at the highest dose activity, negative = inhibition, hits mostly inhibitors. 390,000 tested, 0.009% active; active = well fitted inhibition curve with a large enough effect in the polarisation, with a control signal flat, not every such curve was filed as active; inconclusive = small, poorly fitted or top-dose-only effect, or effect the other way, or a change in a side signal; inactive = no such curve, though single readings can be large or run the other way; the % refers to the polarisation; also: potency is read from the fitted curve at half-maximal effect; % is scaled to controls: 0 for no effect and ±100 for the full control effect
G9a block: qHTS Assay for Inhibitors of Histone Lysine Methyltransferase G9a | 350,000 tested, 8.8% active | Potency, µM (doses to about 102 µM), without a hit: at the top dose activity, negative = inhibition, most hits filed as inhibitors | AID 504332, 2011 | Histone-lysine N-methyltransferase EHMT2 (Homo sapiens), Q96KQ7 | G9a H3K9 monomethylation, AlphaScreen, 2 h; also: potency is read from the fitted curve at half-maximal effect; % is scaled to controls: 0 for no effect and ±100 for the full control effect; nearly all actives have a fitted effect of over 75% in size
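G9a (20 nM) was preincubated 15 min with compound, then reacted 2 h at room temperature with 500 nM biotin-H3K9 peptide and 20 µM SAM. Monomethyl-H3K9 detected by AlphaScreen using anti-H3K9me1 antibody.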
Pol eta inh: qHTS for Inhibitors of Polymerase Eta. AID 588591, 2011. recombinant Pol eta, fluorescent DNA replication assay. DNA polymerase eta (Homo sapiens), Q9Y253. 390,000 tested, 1.2% active. Potency, µM (doses to about 114 µM), inactives show at the highest dose activity change, negative = inhibition, most hits filed as inhibitors; also: potency is read from the fitted curve at half-maximal effect; % is scaled to controls: 0 for no effect and ±100 for the full control effect
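Pol eta (10 nM) was preincubated with compounds for 15 min at room temperature, after which fluorescent replication substrate (50 nM final) was added to start the reaction. Fluorescence was read kinetically at 0 and 10 min.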
PI4K2A inh: qHTS for small molecular inhibitors of PI4K2A. Phosphatidylinositol 4-kinase type 2-alpha (Homo sapiens), Q9BTU6. activity change, negative = inhibition, % at 76.9 µM. 420,000 tested, 0.13% active. purified PI4K2A, ADP-Glo luminescence, 1 h; hits give low values; in the data active = activity change below about -50%; inconclusive = mostly about -30% to -49%;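 also: -100% = wells without enzyme as full effect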
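Compounds are screened against recombinant PI4K2A using PI as substrate and ATP, the latter dispensed at 300 microM. Reactions run one hour at ambient temperature before ADP-Glo detection; full inhibition defined by wells lacking enzyme.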
JMJD2A Tudor inh: qHTS Assay for Inhibitors of JMJD2A-Tudor Domain | Lysine-specific demethylase 4A (Homo sapiens), O75164 | AlphaScreen JMJD2A-Tudor / H3K4me3 peptide binding | Potency, µM (doses to about 114 µM), inactives show at the top dose activity change, negative = inhibition, usual class: inhibitors | 390,000 tested, 4.4% active; also: potency is read from the fitted curve at half-maximal effect; % is scaled to controls: 0 for no effect and ±100 for the full control effect; nearly all actives have a fitted effect of over 50% in size
PGK inhibitor: qHTS Assay to Find Inhibitors of Phosphoglycerate Kinase. Phosphoglycerate kinase, glycosomal (Trypanosoma brucei brucei), P07378. PGK/GAPDH coupled, Kinase-Glo luminescence, 60 min. Potency, µM (series often up to 57.5 µM), without a hit: top-dose activity change, negative = inhibition, hits mostly inhibitors. 380,000 tested, 0.043% active; also: potency is read from the fitted curve at half-maximal effect; % is scaled to controls: 0 for no effect and ±100 for the full control effect; nearly all actives have a fitted effect of over 60% in size
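Recombinant glycosomal PGK reaction used 1,3-bisphosphoglycerate generated in-well by GAPDH (100nM final) in 100mM TEA pH 7.6, 5mM MgCl2, 0.01% Tween-20. After 60 minutes at room temperature, ATP was read by Kinase-Glo Plus luminescence end-point.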
GLS inhibitor: qHTS for Inhibitors of Glutaminase (GLS) | Glutaminase kidney isoform, mitochondrial (Homo sapiens), O94925 | GLS enzymatic activity, qHTS titration | Potency, µM (doses to about 45.5 µM), inactives show at the top dose activity change, negative = inhibition, hits mostly inhibitors | 410,000 tested, 0.21% active; also: potency is read from the fitted curve at half-maximal effect; % is scaled to controls: 0 for no effect and ±100 for the full control effect
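hKGA in 45 mM KH2PO4 (pH 8.2), 0.02% Tween-20 with compound, then 1mM L-Glutamine (stock as added) plus glutamate oxidase/HRP/Amplex red coupling mix. Fluorescence read initially and after 30 min at RT; signal change reflects glutamate formation.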
BAZ2B block: qHTS Assay for Inhibitors of BAZ2B. Bromodomain adjacent to zinc finger domain protein 2B (Homo sapiens), Q9UIF8. AlphaScreen BAZ2B-H3K14Ac peptide displacement. Potency, µM (series often up to 114 µM), for inactives: top-dose activity change, negative = inhibition, actives largely listed as inhibitors. 360,000 tested, 4.4% active. AID 504333, 2011; also: potency is read from the fitted curve at half-maximal effect; % is scaled to controls: 0 for no effect and ±100 for the full control effect; nearly all actives have a fitted effect of over 60% in size
Target sequence (Q9UIF8 whole entry, looked up, the tested form may be a part): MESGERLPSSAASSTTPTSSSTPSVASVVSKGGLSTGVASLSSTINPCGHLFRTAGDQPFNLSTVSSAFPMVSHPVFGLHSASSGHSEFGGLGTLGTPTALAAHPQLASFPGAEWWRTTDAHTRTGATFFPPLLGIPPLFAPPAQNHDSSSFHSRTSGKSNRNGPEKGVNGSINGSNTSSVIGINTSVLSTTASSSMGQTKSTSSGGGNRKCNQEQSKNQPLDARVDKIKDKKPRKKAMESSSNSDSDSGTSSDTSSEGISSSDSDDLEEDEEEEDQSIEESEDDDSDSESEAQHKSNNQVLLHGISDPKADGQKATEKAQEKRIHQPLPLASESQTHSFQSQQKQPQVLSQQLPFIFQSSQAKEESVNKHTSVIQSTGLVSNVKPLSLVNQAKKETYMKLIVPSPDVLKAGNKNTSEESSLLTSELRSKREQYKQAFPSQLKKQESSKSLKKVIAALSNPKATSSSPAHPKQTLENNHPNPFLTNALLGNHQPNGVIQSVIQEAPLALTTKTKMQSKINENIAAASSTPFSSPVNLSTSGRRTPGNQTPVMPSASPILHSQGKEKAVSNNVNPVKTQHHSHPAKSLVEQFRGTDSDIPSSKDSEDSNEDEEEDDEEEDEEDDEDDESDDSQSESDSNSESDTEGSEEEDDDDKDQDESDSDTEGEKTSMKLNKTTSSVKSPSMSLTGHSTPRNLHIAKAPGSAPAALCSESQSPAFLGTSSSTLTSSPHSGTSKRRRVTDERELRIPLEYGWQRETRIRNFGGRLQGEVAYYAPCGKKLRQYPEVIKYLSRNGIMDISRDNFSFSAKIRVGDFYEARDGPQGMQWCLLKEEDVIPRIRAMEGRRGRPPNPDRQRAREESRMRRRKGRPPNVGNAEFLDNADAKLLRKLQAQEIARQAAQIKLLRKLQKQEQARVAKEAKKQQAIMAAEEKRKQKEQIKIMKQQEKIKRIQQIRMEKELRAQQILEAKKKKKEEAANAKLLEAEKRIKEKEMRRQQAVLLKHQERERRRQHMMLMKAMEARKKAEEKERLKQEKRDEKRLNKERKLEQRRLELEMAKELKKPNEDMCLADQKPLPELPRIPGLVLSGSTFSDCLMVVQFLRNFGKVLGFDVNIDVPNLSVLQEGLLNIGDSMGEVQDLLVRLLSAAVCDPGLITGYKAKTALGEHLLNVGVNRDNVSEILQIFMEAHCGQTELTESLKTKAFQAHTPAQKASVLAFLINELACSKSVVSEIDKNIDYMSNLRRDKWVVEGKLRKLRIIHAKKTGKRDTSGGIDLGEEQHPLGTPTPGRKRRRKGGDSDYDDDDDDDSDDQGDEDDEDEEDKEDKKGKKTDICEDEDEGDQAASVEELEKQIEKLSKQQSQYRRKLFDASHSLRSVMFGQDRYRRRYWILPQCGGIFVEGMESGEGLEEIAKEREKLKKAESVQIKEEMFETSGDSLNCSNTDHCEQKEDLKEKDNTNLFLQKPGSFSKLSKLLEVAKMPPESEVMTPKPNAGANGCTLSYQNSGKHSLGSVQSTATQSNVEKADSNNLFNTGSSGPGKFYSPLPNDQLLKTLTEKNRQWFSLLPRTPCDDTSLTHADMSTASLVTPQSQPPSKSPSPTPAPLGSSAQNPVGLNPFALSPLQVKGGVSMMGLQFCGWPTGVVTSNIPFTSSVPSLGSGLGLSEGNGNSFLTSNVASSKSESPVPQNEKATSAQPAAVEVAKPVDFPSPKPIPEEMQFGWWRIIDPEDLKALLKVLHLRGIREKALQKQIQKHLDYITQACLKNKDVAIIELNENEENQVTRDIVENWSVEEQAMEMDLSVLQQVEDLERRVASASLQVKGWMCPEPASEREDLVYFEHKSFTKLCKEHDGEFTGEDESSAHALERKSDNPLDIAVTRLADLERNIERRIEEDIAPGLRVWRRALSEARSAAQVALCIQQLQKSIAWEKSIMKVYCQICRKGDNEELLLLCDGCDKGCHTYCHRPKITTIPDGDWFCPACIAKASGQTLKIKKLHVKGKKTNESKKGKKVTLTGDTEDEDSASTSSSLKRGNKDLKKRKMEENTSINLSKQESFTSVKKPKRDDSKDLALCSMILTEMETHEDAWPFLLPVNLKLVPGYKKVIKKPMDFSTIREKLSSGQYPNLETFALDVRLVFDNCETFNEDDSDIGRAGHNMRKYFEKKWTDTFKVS
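Complex of BAZ2B and biotin-H3K14Ac (50 nM apiece) forms over 30 min at RT, then faces library compounds up to 110 uM for another 30 min; AlphaScreen beads added, 20 min dark incubation, luminescence read.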
Active calls of the source: *; [ ] = another dose, or the depositor's remark. Unless noted, calls follow the shape of the dose curve; as a rule, active = well fitted curve in the direction sought with a large enough effect; inconclusive = small, poorly fitted or top-dose-only effect, or another doubt; inactive = no such curve, though single readings can be large; an effect the other way counts as inactive or inconclusive. These rows are one share of the data (hit frequency here may not be typical).

What do the screens show for `COc1ccc(-n2c(=S)[nH]c3cc(C(=O)O)ccc3c2=O)cc1`?
HP1b binding inh: 55%[activator]; Pin1 inh: -5%; G9a block: inconclusive; Pol eta inh: -11%; PI4K2A inh: 2; JMJD2A Tudor inh: -10%; PGK inhibitor: -11%; GLS inhibitor: -23%; BAZ2B block: -23%

How did CCC(C)NC(=O)CCn1c(-c2ccccc2)cc(C(C)=O)c1C (stereo not drawn) do in these assays?
HP1b binding inh: 19%; Pin1 inh: -1%; G9a block: 15%; Pol eta inh: -13%; PI4K2A inh: 1; JMJD2A Tudor inh: 2%[57.1 µM]; PGK inhibitor: -10%; GLS inhibitor: 7%; BAZ2B block: 50µM*

How did O=C(Nc1ccc(CN2CCOCC2)cc1)c1ccc(-c2cccc(Cl)c2)o1 do in these assays?
HP1b binding inh: -13%; Pin1 inh: -1%; G9a block: 18µM*; Pol eta inh: -15%; PI4K2A inh: 5; JMJD2A Tudor inh: -34%; PGK inhibitor: -5%; GLS inhibitor: -6%; BAZ2B block: inconclusive

What do the screens show for `CCCNC(=O)Cn1cnc2sc(C(=O)Nc3cc(OC)c(OC)c(OC)c3)c(C)c2c1=O`?
HP1b binding inh: 13%; Pin1 inh: -3%; G9a block: 22%; Pol eta inh: 5%; PI4K2A inh: -8; JMJD2A Tudor inh: -4%; PGK inhibitor: -5%; GLS inhibitor: 2%; BAZ2B block: 3%

Results for CC(C)c1ccc(NC(=O)c2ccc(F)c(S(=O)(=O)N3CCCCCC3)c2)cc1 ?
HP1b binding inh: 33%; Pin1 inh: 9%; G9a block: 0%[59 µM]; Pol eta inh: -7%; PI4K2A inh: -5; JMJD2A Tudor inh: -3%; PGK inhibitor: 2%; GLS inhibitor: 5%; BAZ2B block: 6%

How did CC(=O)/C=C1\SC(CC(=O)O)C(=O)N1c1ccccc1 (stereo not drawn) do in these assays?
HP1b binding inh: 20%; Pin1 inh: -7%; G9a block: 2%; Pol eta inh: 15%; PI4K2A inh: 1; JMJD2A Tudor inh: -16%; GLS inhibitor: 0%; BAZ2B block: inconclusive

How did COc1ccc(S(=O)(=O)N(C)CC(=O)Nc2ccc3c(c2)OCCO3)cc1 do in these assays?
HP1b binding inh: 28%; Pin1 inh: 0%; G9a block: -31%; Pol eta inh: -20%; PI4K2A inh: 8; JMJD2A Tudor inh: -11%; PGK inhibitor: -8%; GLS inhibitor: -5%; BAZ2B block: 2%

Results for O=C(COC(=O)c1cccnc1Nc1ccccc1F)NC1CC1 ?
HP1b binding inh: 22%; Pin1 inh: 15%; G9a block: 2%[59 µM]; Pol eta inh: inconclusive; PI4K2A inh: -4; JMJD2A Tudor inh: -23%; PGK inhibitor: -5%; GLS inhibitor: -11%; BAZ2B block: -2%

Results for COc1ccc(/C=N\NC(=O)CCc2c(C)n[nH]c2C)c(OC)c1OC ?
HP1b binding inh: 8%; Pin1 inh: 5%; G9a block: 13%[59 µM]; Pol eta inh: -5%; PI4K2A inh: 4; JMJD2A Tudor inh: -9%; PGK inhibitor: 17%; GLS inhibitor: 4%; BAZ2B block: -2%

Results for COc1cc(S(=O)(=O)N(Cc2cccnc2)Cc2cccc(OC)c2OC)ccc1-n1cnnn1 ?
HP1b binding inh: 16%; Pin1 inh: -1%; G9a block: 18µM*; Pol eta inh: -23%; PI4K2A inh: -2; JMJD2A Tudor inh: 1%; PGK inhibitor: -1%; GLS inhibitor: -3%; BAZ2B block: 79µM*

Results for CN(CC(=O)Nc1ccccc1Cl)C(=O)c1ccccc1SCC(=O)N1CCCC1 ?
HP1b binding inh: 33%; Pin1 inh: -1%; G9a block: inconclusive; Pol eta inh: -2%; PI4K2A inh: 0; JMJD2A Tudor inh: -4%; PGK inhibitor: 5%; GLS inhibitor: 21%; BAZ2B block: 11%

Results for Nc1ccc(-c2nnc(-c3ccc(-c4ccccc4)cc3)o2)cc1 ?
HP1b binding inh: inconclusive; Pin1 inh: inconclusive; G9a block: 7.1µM*; Pol eta inh: inconclusive; PI4K2A inh: -13; JMJD2A Tudor inh: inconclusive; PGK inhibitor: -3%; GLS inhibitor: inconclusive; BAZ2B block: 13%

What do the screens show for `Cc1ccc(NCCCn2ccc(NC(=O)OCc3ccccc3)nc2=O)cc1C`?
HP1b binding inh: inconclusive; Pin1 inh: 1%; Pol eta inh: -14%; PI4K2A inh: -3; JMJD2A Tudor inh: 56µM*; PGK inhibitor: -9%; GLS inhibitor: -3%

What do the screens show for `CCN1C(=O)[C@@H]2[C@@H](c3ccc(-c4ccc(Cl)c(Cl)c4)c(OC)c3)N3CCC[C@@]3(C(=O)OC)[C@@H]2C1=O`?
HP1b binding inh: -4%; Pin1 inh: 68%[activator]; G9a block: 6%[2.33 µM]; Pol eta inh: -24%; PI4K2A inh: -2; JMJD2A Tudor inh: inconclusive; PGK inhibitor: -1%; GLS inhibitor: 10%; BAZ2B block: inconclusive

Results for NC(=O)Cn1c(O)c(N=NC(=O)CNC(=O)/C=C/c2ccccc2)c2ccccc21 ?
HP1b binding inh: 74%[activator]; Pin1 inh: 3%; G9a block: 16%; Pol eta inh: -29%; PI4K2A inh: 5; JMJD2A Tudor inh: -16%; PGK inhibitor: -6%; GLS inhibitor: -4%; BAZ2B block: -21%

What do the screens show for `O=C(OCC(=O)c1ccc[nH]1)c1ccc([N+](=O)[O-])cc1`?
HP1b binding inh: 12%; Pin1 inh: 2%; G9a block: -42%[12.7 µM]; Pol eta inh: 2%; PI4K2A inh: -4; JMJD2A Tudor inh: -25%; PGK inhibitor: -1%; GLS inhibitor: -1%; BAZ2B block: 4%

How did O=C(O)CCCC(=O)Nc1ccccc1C(=O)N1CCCC1 do in these assays?
HP1b binding inh: 25%; Pin1 inh: -2%; G9a block: -3%[12.7 µM]; Pol eta inh: -13%; PI4K2A inh: 6; JMJD2A Tudor inh: -6%; PGK inhibitor: -2%; GLS inhibitor: 1%; BAZ2B block: 4%

How did CCOC(=O)N1CCN(C(=O)C2CCN(c3ncnc4c3sc3cccc(F)c34)CC2)CC1 do in these assays?
HP1b binding inh: 27%; Pin1 inh: 23%; G9a block: -4%; Pol eta inh: 4%; PI4K2A inh: 1; JMJD2A Tudor inh: -9%; PGK inhibitor: -8%; GLS inhibitor: 2%; BAZ2B block: -32%[57.1 µM]

What do the screens show for `Fc1ccc(-c2oncc2-c2nnnn2-c2ccccc2)cc1F`?
HP1b binding inh: 71%[activator]; Pin1 inh: 12%; G9a block: 8%[59 µM]; Pol eta inh: -10%; PI4K2A inh: 2; JMJD2A Tudor inh: -2%[57.1 µM]; PGK inhibitor: 0%; GLS inhibitor: -14%; BAZ2B block: 0%

How did COc1cccc(NC(=O)CCc2nc(-c3ccccc3F)no2)c1 do in these assays?
HP1b binding inh: 19%; Pin1 inh: -1%; G9a block: -5%[59 µM]; Pol eta inh: -7%; PI4K2A inh: 6; JMJD2A Tudor inh: -6%; PGK inhibitor: inactive; GLS inhibitor: -1%; BAZ2B block: -6%

How did CCCc1ccc(S(=O)(=O)Nc2ccc(C)c(NS(C)(=O)=O)c2)cc1 do in these assays?
HP1b binding inh: 26%; Pin1 inh: 0%; G9a block: -2%; Pol eta inh: 0%; PI4K2A inh: 0; JMJD2A Tudor inh: -7%; PGK inhibitor: -1%; GLS inhibitor: -8%; BAZ2B block: 17%

How did Cc1ccccc1CN1CCC(C(=O)Nc2ccc(Oc3cccnc3)cc2)CC1 do in these assays?
HP1b binding inh: 14%; Pin1 inh: -5%; G9a block: 1%[59 µM]; Pol eta inh: -5%; PI4K2A inh: 1; JMJD2A Tudor inh: -15%; PGK inhibitor: -4%; GLS inhibitor: 0%; BAZ2B block: -17%

Results for O=C(NCc1ccccc1Cl)c1ccc2c(c1)OCO2 ?
HP1b binding inh: 15%; Pin1 inh: -1%; G9a block: 49%[activator]; Pol eta inh: -16%; PI4K2A inh: 4; JMJD2A Tudor inh: -9%; PGK inhibitor: -3%; GLS inhibitor: 0%; BAZ2B block: -3%

Results for COc1ccccc1N1CCN(C(=O)c2c(C)oc3ncn(C)c(=O)c23)CC1 ?
HP1b binding inh: 22%; Pin1 inh: 0%; G9a block: -2%[59 µM]; Pol eta inh: -9%; PI4K2A inh: 2; JMJD2A Tudor inh: 5%; PGK inhibitor: inactive; GLS inhibitor: 2%; BAZ2B block: 10%[57.1 µM]

Results for O=C(COC(=O)c1cc2ccccc2cc1O)NC(=O)NCc1ccco1 ?
HP1b binding inh: 23%; Pin1 inh: 20%; G9a block: inconclusive; Pol eta inh: -14%; PI4K2A inh: 4; JMJD2A Tudor inh: -10%; PGK inhibitor: -7%; GLS inhibitor: 4%

Results for CC1=C(C(=O)OCc2ccccc2)C(c2ccccc2OC(F)F)NC(=O)N1 (stereo not drawn) ?
HP1b binding inh: 38%; Pin1 inh: inconclusive; G9a block: -3%; Pol eta inh: -14%; PI4K2A inh: -2; JMJD2A Tudor inh: -16%; GLS inhibitor: -1%; BAZ2B block: 4%
